Screens (PubChem)
L3MBTL1 block = L3MBTL1 (human) inhibition. Q9Y468. AlphaScreen L3MBTL1–H3K9me1 peptide binding. Potency, µM (highest dose often 57.1 µM), without a hit: top-dose activity, negative = inhibition, actives largely listed as inhibitors. AID 485360. 230,000 tested, 0.66% active; note: % is set by controls: 0 for no effect and ±100 for the full control effect; nearly all actives have a fitted effect of over 60% in size
Target sequence (Q9Y468 whole entry, looked up): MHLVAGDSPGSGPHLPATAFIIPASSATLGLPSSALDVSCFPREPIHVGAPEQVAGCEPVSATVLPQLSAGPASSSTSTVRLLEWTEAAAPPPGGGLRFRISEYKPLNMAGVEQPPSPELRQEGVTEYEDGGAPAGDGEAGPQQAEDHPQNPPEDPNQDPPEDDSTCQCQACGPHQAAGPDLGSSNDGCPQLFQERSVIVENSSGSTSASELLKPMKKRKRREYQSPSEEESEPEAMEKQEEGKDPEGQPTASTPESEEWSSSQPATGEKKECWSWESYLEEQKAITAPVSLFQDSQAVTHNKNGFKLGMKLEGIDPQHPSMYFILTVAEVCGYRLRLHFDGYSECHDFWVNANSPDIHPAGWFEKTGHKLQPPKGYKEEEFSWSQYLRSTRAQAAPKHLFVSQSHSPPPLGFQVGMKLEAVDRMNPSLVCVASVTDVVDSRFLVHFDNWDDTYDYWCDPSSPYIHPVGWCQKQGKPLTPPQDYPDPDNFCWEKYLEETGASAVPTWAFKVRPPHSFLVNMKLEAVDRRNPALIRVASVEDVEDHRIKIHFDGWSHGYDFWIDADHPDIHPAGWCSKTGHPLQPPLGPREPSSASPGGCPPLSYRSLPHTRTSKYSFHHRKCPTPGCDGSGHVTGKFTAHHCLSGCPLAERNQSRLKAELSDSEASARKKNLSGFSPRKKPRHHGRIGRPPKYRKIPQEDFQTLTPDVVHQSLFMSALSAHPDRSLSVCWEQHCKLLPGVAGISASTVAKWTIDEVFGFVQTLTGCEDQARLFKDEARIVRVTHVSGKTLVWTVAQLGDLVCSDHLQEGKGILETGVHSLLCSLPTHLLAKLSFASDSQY
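Displacement of a biotinylated histone H3(1-15) peptide monomethylated at Lys9 (75 nM) from L3MBTL1 (50 nM) was measured by AlphaScreen after a 30 min room-temperature compound incubation; cefsulodin titration served as intraplate control.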
RECQ1 helicase = inhibitors of human RECQ1 DNA helicase; P46063; RECQ1 DNA unwinding, red fluorescence kinetic read; Potency, µM (series often up to 57.3 µM), inactives show at the highest dose activity, negative = inhibition, most hits filed as inhibitors; 240,000 tested, 0.54% active;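 note: plate controls were vehicle for no effect and no enzyme for full effect; nearly all actives have a fitted effect of over 30% in size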
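RECQ1T1 50 nM; forked duplex (20 bp + 30-nt ss tails) 200 nM, ATP 2 mM final; pH 8.0, 2 mM MgCl2, 2.5 ug/ml poly(dI-dC); 15 min compound preincubation; discontinuous kinetic read over 2 h at RT.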
Tau FP inhib = inhibitors of human tau fibril formation | P10636 | K18 P301L tau heparin fibrillization, Alexa594 FP, 6 h | Potency, µM (titrated, usually from 57.7 µM), without a hit: at the highest dose activity, negative = inhibition, actives largely listed as inhibitors | 280,000 tested, 0.39% active | AID 1468; note: % is set by controls: 0 for no effect and ±100 for the full control effect; nearly all actives have a fitted effect of over 55% in size
Target sequence (P10636 561-689 P618L limits assumed): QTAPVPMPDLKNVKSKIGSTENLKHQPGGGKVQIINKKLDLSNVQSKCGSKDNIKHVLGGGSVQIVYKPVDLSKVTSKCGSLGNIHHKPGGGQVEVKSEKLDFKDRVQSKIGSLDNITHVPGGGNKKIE
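Human tau K18 […] P301L fragment, 15 uM unlabeled plus 0.24 uM Alexa 594-labeled tau (final), with compound and 20 uM heparin in 100 mM sodium acetate pH 7; 6 hr at 37 C, then Alexa 594 FP read.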
HTT ATP protect = Huntington cell model cytoprotection by ATP luminescence | PC12 HTT-Q103 induced, cytoprotection, ATP luminescence, 40 h | 230,000 tested, 0.14% active | Potency, µM (series often up to 56.4 µM), for inactives: cytoprotection (ATP increase), most hits filed as activators;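 note: % of control where 0% means no effect; nearly all actives have a fitted effect of over 45% in size; toxic huntingtin expression switched on by the ecdysone agonist tebufenozide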
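PC12 cells stably carrying ecdysone-inducible Htt exon 1 (Q103)–GFP were induced with 100 nM tebufenozide (final) alongside library compounds in a dose series. Cytoprotection was scored as retained ATP by ATPlite luminescence.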
Tau fluor counter = counter-screen for tau fibril formation inhibitors. tau K18 P301L Alexa594 fluorescence, heparin fibrillization. Potency, µM (top dose mostly 57.7 µM), for inactives: at the top dose activity change, negative = decrease. 280,000 tested, 0.93% active. AID 1463; note: % is set by controls: 0 for no effect and ±100 for the full control effect; nearly all actives have a fitted effect of over 55% in size
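Human K18 P301L tau (15 uM unlabeled plus 0.24 uM Alexa 594-labeled, final) in 100 mM sodium acetate pH 7 was mixed with compound and 20 uM heparin and incubated 6 hr at 37 C.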
TRb SRC2 PPI = TRbeta-SRC2 interaction inhibition. P10828. TRbeta-SRC2 peptide binding, fluorescence polarization; receptor liganded with 1 µM T3. Potency, µM (series often up to 106 µM), without a hit: top-dose activity change, negative = inhibition, actives largely listed as inhibitors. 280,000 tested, 0.065% active. AID 1469;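 note: plate controls were bound peptide for no effect and peptide without receptor for full effect; nearly all actives have a fitted effect of over 50% in size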
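Decrease in fluorescence polarization of 20 nM Texas Red SRC2 coactivator peptide flagged inhibition of its binding to 0.6 uM TRb LBD; 1 uM T3 included, incubation 5 hr, ex 555/em 632 nm.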
Tau ThT inhib = inhibitors of human tau fibril formation, thioflavin T binding | P10636 | recombinant tau K18 P301L, heparin-induced fibrillization, ThT fluorescence | Potency, µM (titrated, usually from 57.4 µM), without a hit: at the top dose activity, negative = inhibition, usual class: inhibitors | 270,000 tested, 2.1% active | AID 1460; note: % is set by controls: 0 for no effect and ±100 for the full control effect; nearly all actives have a fitted effect of over 55% in size
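Fibril formation assay: tau K18 P301L at 15 uM with trace Alexa 594 label, heparin inducer 20 uM, pH 7 sodium acetate buffer, 37 C for 6 hr; endpoint ThT signal.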
TR SRC2 fluor cs = counter-screen for TRb-SRC2 inhibitors: fluorescence interference. TRb/SRC2 Texas Red total fluorescence interference. Potency, µM (highest dose often 106 µM), inactives show top-dose fluorescence change, negative = quenching. 280,000 tested, 0.29% active. AID 1479; active = well fitted curve in either direction with a large enough effect; inconclusive = small, poorly fitted or top-dose-only effect; note: % is set by controls: 0 for no effect and ±100 for the full control effect
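Human TRβ ligand-binding domain (0.6 uM) and Texas Red SRC2 peptide (20 nM) in Tris buffer with 1 uM T3 and 5% DMSO were incubated with pinned compound for 5 hr at ambient temperature. Total fluorescence was computed as S + 2P (555/632 nm).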
* hit, by the source's call; i = inactive; ? = inconclusive; nt = no result given; & = joins results of further samples; [ ] = dose if it differs, or a comment. Unless noted, calls come from the whole dose curve; as a rule, active = well fitted curve in the direction sought with a large enough effect; inconclusive = small, poorly fitted or top-dose-only effect, or another doubt; inactive = no such curve, though single readings can be large; an effect the other way counts as inactive or inconclusive. Potency is the fitted concentration of half-maximal effect. Not all compounds are listed. The share of hits here may be higher or lower than overall.

no.	smiles	L3MBTL1 block	RECQ1 helicase	Tau FP inhib	HTT ATP protect
1	CCOCc1ccccc1Nc1ncnc2onc(-c3ccc(Cl)cc3)c12	nt	nt	-9%	nt
2	NC(=O)C1(N2CCCCC2)CCN(c2nc(-c3ccc(Br)cc3)cs2)CC1	nt	-4%	7%	-9%
3	CN(C)/C=C1/Nc2ccccc2C1=O	nt	10%	?	-8%
4	COc1ccccc1NC(=O)CSCc1nc2ccccc2[nH]1	6%	-13%	4%	19%[10 µM]
5	CC(=O)Oc1ccc2ccccc2c1C(NC(=O)Cc1ccccc1)c1ccccc1 (stereo unspecified)	-4%	-8%	3%	18%[10 µM]
6	CC(=O)c1cccc(NS(=O)(=O)c2c(C)n[nH]c2C)c1	nt	9%	2%	-11%
7	Cc1cccc(N2CCN(c3ccc4cc(S(=O)(=O)N5CCC(C)CC5)ccc4n3)CC2C)c1 (stereo unspecified)	nt	nt	5%	nt
8	CN1CCN(C2=NC3(CCCC3)C(C#N)C(=O)N2)CC1 (stereo unspecified)	2%	17%	-4%	-10%
9	O=C(COC(=O)c1cc(=O)[nH]c2ccccc12)NC(=O)NC1CCCCC1	-5%	-3%	2%	7%
10	CC(C)N(C(=O)Cn1cc(SCC(=O)NCC2CCCO2)c2ccccc21)C(C)C (stereo unspecified)	nt	2%	-1%	-55%[inhibitor]
11	O=C(NNC1=NCCN1Cc1ccccc1)c1cccc(C(F)(F)F)c1	-6%	7%	-10%	10%[10 µM]
12	CC1CCN(c2ccc(-c3cccc(NS(=O)(=O)c4ccc(F)cc4F)c3)nn2)CC1	nt	nt	-7%	nt
13	Cc1ccc(C)c(N2CCN(CCCNC(=O)Cn3cc4c(n3)CCCCC4)CC2)c1	1%	2%	-4%	-21%[10 µM]
14	CCOC(=O)C(C)Sc1nc(C2CC2)cc(C(F)(F)F)c1C#N (stereo unspecified)	20%	-22%	2%	6%
15	COCCCN(C(=O)Cn1ncc2c(=O)oc3ccc(C)cc3c21)C(C)c1ccncc1 (stereo unspecified)	18%	i	2%	-7%

no.	Tau fluor counter	TRb SRC2 PPI	Tau ThT inhib	TR SRC2 fluor cs
1	-24%	8%	-8%	-1%
2	?	9%	-14%	4%
3	-18%	-4%	?	-3%
4	-9%	-5%	-9%	0%
5	-20%	-12%	-24%	-5%
6	5%	5%	8%	1%
7	-26%	0%	?	-2%
8	-8%	2%	-7%	0%
9	3%	0%	0%	-6%
10	-3%	-11%	-2%	0%
11	-16%	1%	-11%	-1%
12	-19%	-19%	-4%	8.9µM*[quencher]
13	-11%	9%	-11%	1%
14	-17%	-1%	-8%	0%
15	3%	6%	1%	2%

More compounds follow:
no.	smiles	L3MBTL1 block	RECQ1 helicase	Tau FP inhib	HTT ATP protect
16	CCOC(=O)CN1C(=O)N(c2ccc(C)c(C)c2)S(=O)(=O)c2ccccc21	nt	nt	-5%	nt
17	Cc1ccccc1S(=O)(=O)Oc1ccccc1C(=O)Oc1ccccc1	14%	-2%	-14%	-18%
18	COC(=O)c1cc(C(=O)Nc2ccc(C)cn2)cc([N+](=O)[O-])c1	-9%	-1%	5%	2%[10 µM]
19	CCC(CC)NC(=O)c1cccc(NC(=O)C(C)C)c1	-1%	-12%	9%	nt
20	CCCCCCn1c(=O)[nH]c2nc3cc(N)c(C)cc3nc2c1=O	-5%	4%	4%	-22%[10 µM]
21	Cc1nc2ccccc2c2oc(C(=O)NCC3COc4ccccc4O3)cc12 (stereo unspecified)	-9%	4%	11%	8%[10 µM]
22	CCCS(=O)(=O)c1c(S(=O)(=O)CCC)c2ccc(C(N)=O)cn2c1C(=O)c1ccc(OC)cc1	-12%	9%	1%	-4%[10 µM]
23	Cc1cc(C)nc(/N=C(\N)N2CCCCC2)n1	16%	3%	-2%	34%[10 µM]
24	COc1cc(OC)cc(N(C(=O)CNC(=O)c2cccs2)C(C(=O)NCC2CCCO2)c2ccc(OC)c(OC)c2)c1 (stereo unspecified)	5%	i	-1%	41%[10 µM]
25	COc1ccc(C2=C/C(=C\c3ccc(OC(C)=O)cc3)C(=O)O2)cc1	nt	-12%	14%	0%
26	CON(C)c1nc(NCC(C)C)nc(OCC#N)n1	-3%	-16%	-4%	-10%
27	Cn1c(=O)[nH]c(=O)c2c1nc(CN1CCN(c3cccc(Cl)c3)CC1)n2CCCc1ccccc1	-8%	-10%	-1%	15%[10 µM]
28	CCc1ccccc1NC(=O)C1CCCN(S(=O)(=O)c2ccc3[nH]c(=O)ccc3c2)C1 (stereo unspecified)	nt	nt	6%	nt
29	O=C(CCC(=O)N1CCCC1)Nc1nnc(C2CCCCC2)s1	-3%	-1%	6%	-21%[0.074 µM]
30	CCOC(=O)c1[nH]c(C)c(CC(C)C)c1C	-5%	i	-2%	-1%

no.	Tau fluor counter	TRb SRC2 PPI	Tau ThT inhib	TR SRC2 fluor cs
16	-14%	3%	1%	-6%
17	-22%	2%	7%	2%
18	-11%	1%	-12%	-1%
19	4%	-2%	-1%	1%
20	3%	6%	3%	-3%
21	-23%	-6%	-7%	-2%
22	-19%	7%[53 µM]	0%	-1%[53 µM]
23	-14%	2%	-10%	-6%
24	5%	10%	-2%	-2%
25	-21%	3%	?	-4%
26	-5%	-1%	-9%	5%
27	6%	-6%	-5%	-2%
28	-16%	-5%	-10%	-2%
29	-2%	-7%	-5%	1%
30	-3%	2%	-2%	1%

Of the compounds above, two have an aryl thioether with sulfur outside any ring.
no.	smiles	L3MBTL1 block	RECQ1 helicase	Tau FP inhib	HTT ATP protect
10	CC(C)N(C(=O)Cn1cc(SCC(=O)NCC2CCCO2)c2ccccc21)C(C)C (stereo unspecified)	nt	2%	-1%	-55%[inhibitor]
14	CCOC(=O)C(C)Sc1nc(C2CC2)cc(C(F)(F)F)c1C#N (stereo unspecified)	20%	-22%	2%	6%

no.	Tau fluor counter	TRb SRC2 PPI	Tau ThT inhib	TR SRC2 fluor cs
10	-3%	-11%	-2%	0%
14	-17%	-1%	-8%	0%

Part of the list above, with two lines to a compound:
Second line of a record: L3MBTL1 block | RECQ1 helicase | Tau FP inhib | HTT ATP protect | Tau fluor counter | TRb SRC2 PPI | Tau ThT inhib | TR SRC2 fluor cs
#29 O=C(CCC(=O)N1CCCC1)Nc1nnc(C2CCCCC2)s1
    -3% | -1% | 6% | -21%[0.074 µM] | -2% | -7% | -5% | 1%
#22 CCCS(=O)(=O)c1c(S(=O)(=O)CCC)c2ccc(C(N)=O)cn2c1C(=O)c1ccc(OC)cc1
    -12% | 9% | 1% | -4%[10 µM] | -19% | 7%[53 µM] | 0% | -1%[53 µM]

Going on with the list:
no.	smiles	L3MBTL1 block	RECQ1 helicase	Tau FP inhib	HTT ATP protect
31	O=C(Nc1ccncc1)C1CCC(CNS(=O)(=O)c2cccc3nsnc23)CC1 (stereo unspecified)	nt	-12%	-2%	31%[10 µM]
32	CCOC(=O)c1cccnc1SCC(=O)N(CC)c1cccc(C)c1	nt	-4%	5%&-9%	9%
33	Cc1cccc(OCCNC(=O)c2ccc(Oc3ccc(C(F)(F)F)cc3[N+](=O)[O-])cc2)c1	-4%	-7%	5%	-7%
34	COc1cc(OC)cc(C(=O)NCC(=O)OCC(=O)c2cc(OC)ccc2OC)c1	-7%	0%	6%	-6%[1.9 µM]
35	Cc1ccc2cc(CN(c3ccc(C)c(C)c3)S(C)(=O)=O)c(=O)[nH]c2c1	nt	0%	?	-68%[inhibitor]
36	COc1ccc(NC(=O)Cn2c(=O)n(Cc3nc(-c4ccccc4)no3)c(=O)c3cc4c(cc32)OCO4)c(OC)c1	nt	nt	?	nt
37	Fc1cccc(-n2ncc3c2ncn2nc(COc4ccc(Cl)cc4)nc32)c1	nt	nt	-4%	nt
38	O=C(NCc1ccccc1F)C1CCCN(C(=O)NC2CCCCC2)C1 (stereo unspecified)	4%	-4%	-5%	-13%[10 µM]
39	COc1ccc(S(=O)(=O)NC2CCCCC2)c(C)c1C	8%	-8%	4%	-8%[0.074 µM]
40	NC(=O)Cc1nc(-c2ccc(Br)cc2)cs1	10%	-5%	9%	2%[10 µM]
41	CNCCCCCCCCSc1nc(C(C)C)ccc1C(=O)c1cccs1	nt	0%	-1%	-65%[inhibitor]
42	Cc1c(NC(=S)NC(=O)c2ccc(Br)o2)c(=O)n(-c2ccccc2)n1C	6%[11.4 µM]	-11%	2%	21%
43	COc1ccccc1NC(=O)Cn1nnc(-c2ccccc2NC(=O)c2ccco2)n1	4%	i	-14%	-26%[10 µM]
44	CCn1ccc(C(=O)Oc2ccc(C(C)C)cc2)n1	2%	0%	-9%	18%[10 µM]
45	COc1cc(-c2noc(-c3ccc(N4CCN(C)CC4)c([N+](=O)[O-])c3)n2)cc(OC)c1OC	nt	nt	-6%	nt
46	COc1ccc(N2CCN(C(=O)C3Cc4ccccc4N3C(C)=O)CC2)cc1 (stereo unspecified)	nt	nt	3%	nt

no.	Tau fluor counter	TRb SRC2 PPI	Tau ThT inhib	TR SRC2 fluor cs
31	-8%	6%	nt	-5%
32	2%&-24%	1%&9%	?	1%&-3%
33	?	2%	-13%	-4%
34	1%	-3%	4%	5%
35	-20%	-11%	-14%	2%
36	-18%	-4%	10%	-1%
37	-6%	-12%	?	5%
38	-2%	5%	-2%	-6%
39	5%	0%	8%	-2%
40	15%	4%	5%	0%
41	3%	-3%	?	0%
42	8%	0%	3%	-3%
43	-14%	-1%	1%	2%
44	-9%	-14%	-14%	0%
45	-23%	10%	-7%	0%
46	-2%	9%	-11%	-2%

Along the list, as entered above:
Nos. 39 to 45 in Tau ThT inhib: 8%, 5%, ?, 3%, 1%, -14%, -7%
